# Jurkat NFkB inh: inhibitors of the PMA/ionomycin-induced NF-kB reporter in Jurkat cells | PMA/ionomycin-induced NF-kB luciferase reporter, luminescence | inhibition, % at 4 µM | 0.53% of 330,000 active | AID 435003; in the data active = inhibition above about 50%
# UBC13 inh: human UBC13 polyubiquitination inhibition; inhibition, % at 20 µM; P61088; UBC13 polyubiquitin chain formation, TR-FRET; AID 485273; 0.47% of 330,000 active; in the data active = inhibition above about 45%, passing the limit was not always enough
# Target sequence (P61088 whole entry, looked up): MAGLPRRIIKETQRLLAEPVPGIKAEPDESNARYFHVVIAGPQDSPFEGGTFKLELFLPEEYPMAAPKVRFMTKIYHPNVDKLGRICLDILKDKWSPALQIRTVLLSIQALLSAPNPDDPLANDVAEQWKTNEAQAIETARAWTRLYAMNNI
# EBI2 antag: blocks human EBI2 receptor beta-arrestin signaling; 0.81% of 360,000 active; P32249; inhibition, % at 5 µM; EBI2 beta-arrestin recruitment, luminescence, 7a,25-OHC stimulated; in the data active = inhibition above about 38%;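 also: enzyme fragment complementation signal reports receptor beta-arrestin coupling in cells; 0% = agonist plus DMSO wells and 100% = wells without agonist; some results beyond the cut were filed as inactive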
# Gli-Sufu antag: blocks Gli-Sufu signaling in a luciferase reporter; Sufu-KO-LIGHT fibroblasts, Gli luciferase reporter luminescence; 0.74% of 340,000 active; inhibition, % at 5 µM; AID 588413;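 active = inhibition above about 55%, limit read from the data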;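 also: 0% = DMSO-treated cells and 100% = wells with medium but no cells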
# CXCR6 inh: CXCR6 (human) receptor inhibition. 0.36% of 360,000 active. inhibition, % at 20 µM. CHO-K1 PathHunter CXCR6 beta-arrestin, luminescence. AID 602244. O00574; in the data active = inhibition above about 34%, passing the limit was not always enough;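 also: antagonist mode with CXCL16 agonist at 10 nM final; 0% = 10 nM CXCL16 with DMSO and 100% = unstimulated wells without agonist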
# Target sequence (O00574 whole entry, looked up): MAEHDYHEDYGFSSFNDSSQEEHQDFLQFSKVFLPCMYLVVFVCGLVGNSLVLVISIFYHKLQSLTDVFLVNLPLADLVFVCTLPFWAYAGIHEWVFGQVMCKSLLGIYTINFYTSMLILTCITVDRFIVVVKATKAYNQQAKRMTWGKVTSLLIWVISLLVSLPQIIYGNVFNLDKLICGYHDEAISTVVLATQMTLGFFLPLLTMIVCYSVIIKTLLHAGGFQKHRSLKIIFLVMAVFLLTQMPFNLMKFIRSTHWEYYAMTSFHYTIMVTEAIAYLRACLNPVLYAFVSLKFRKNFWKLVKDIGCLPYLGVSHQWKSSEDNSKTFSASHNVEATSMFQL
# 697 NFkB inh: lowers PMA/ionomycin-induced NF-kB signal in 697 B cells. AID 435022. 0.33% of 330,000 active. inhibition, % at 4 µM. 697 B-cell NF-kB luciferase reporter, 16 h; in the data active = inhibition above about 35%
# APJ antag: antagonists of human APJ apelin receptor; CHO-K1 APJ beta-arrestin complementation, luminescence; P35414; inhibition, % at 20 µM; 0.32% of 330,000 active;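 active = inhibition above about 40% at 20 µM, limit read from the data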;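 also: cells challenged with 10 nM apelin-13 agonist together with compound; plate controls were apelin-13 plus DMSO wells for no effect and DMSO wells lacking apelin-13 for full effect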
# Target sequence (P35414 whole entry, looked up): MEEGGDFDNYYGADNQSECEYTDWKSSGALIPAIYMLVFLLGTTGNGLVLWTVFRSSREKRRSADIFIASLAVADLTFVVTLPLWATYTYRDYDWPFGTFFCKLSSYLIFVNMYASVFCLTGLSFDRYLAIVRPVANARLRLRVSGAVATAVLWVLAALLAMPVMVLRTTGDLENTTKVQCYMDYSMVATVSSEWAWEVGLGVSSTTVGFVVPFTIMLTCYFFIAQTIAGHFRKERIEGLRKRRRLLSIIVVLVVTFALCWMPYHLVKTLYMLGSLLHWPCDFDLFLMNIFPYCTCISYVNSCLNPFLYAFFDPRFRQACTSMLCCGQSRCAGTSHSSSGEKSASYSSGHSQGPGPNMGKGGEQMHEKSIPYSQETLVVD
# CCR6 antagonist: blocks CCL20-driven beta-arrestin recruitment at human CCR6; inhibition, % at 20 µM; CHO-K1 CCR6 PathHunter beta-arrestin, luminescence, CCL20-stimulated; P51684; 0.49% of 340,000 active;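 active = compounds whose inhibition of the agonist-driven luminescence signal at 20 µM reaches about 50%, limit read from the data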;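 also: cells stimulated with CCL20 at 14 nM final; plate controls were DMSO with CCL20 for no effect and DMSO without agonist for full effect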
# * hit, by the source's call; . = no result given.
SMILES,Jurkat NFkB inh,UBC13 inh,EBI2 antag,Gli-Sufu antag,CXCR6 inh,697 NFkB inh,APJ antag,CCR6 antagonist
CCOc1ccc(-c2nc(C#N)c(NCc3ccco3)o2)cc1,2,12,4,-7,1,1,-5,-2
O=C(NCc1ccccc1)C(c1ccncc1)N(C(=O)c1csnn1)c1cccc(F)c1 (stereo unspecified),2,6,-6,1,-4,8,10,7
COCCN1C(=O)N[C@@H](c2cccc(C(F)(F)F)c2)C(C(=O)OC)=C1C,11,-4,-3,1,-9,15,-69,2
Cc1cc(Br)ccc1NC(=O)CN1C(=S)NC(C)(C)CC1C (stereo unspecified),0,-9,-11,-7,-4,-12,-3,0
O=C(NCCN1CCOCC1)c1cc([N+](=O)[O-])ccc1Cl,-14,-10,-7,15,7,-10,-22,-13
Nc1ccc(C(=O)N/N=C/c2c[nH]c3ccccc23)cc1,-11,-5,2,-1,-2,23,-13,4
CC(C)(C)C(=O)O/N=C(\N)c1ccc(-c2csnn2)cc1,-108,-4,17,-50,-2,-173,-14,6
Cc1ccccc1Cn1c(=O)n(Cc2ccco2)c(=O)c2ccccc21,6,5,14,4,22,-1,18,16
CC(C)C(=O)Nc1ccc(N2CCN(c3ccc(F)cc3)CC2)cc1,15,-2,-1,-1,2,8,10,2
CC(=O)c1cccc(NC(=O)c2sc(Cl)nc2C)c1,8,-5,-4,7,1,-15,-9,4
COc1ccc(S(=O)(=O)NCc2ccc3c(c2)OCO3)cc1C(=O)O,-6,4,-7,-1,0,9,19,-2
CSCCC1NC(=O)N(CC(=O)Nc2cc(C)on2)C1=O (stereo unspecified),-3,0,2,4,-4,-4,-3,10
O=C(Cn1cc(C(F)(F)F)ccc1=O)N/N=C/c1cccc(Cl)c1,-2,-12,0,-1,-14,-19,-3,2
COC(=O)[C@]1(Cc2ccccc2)N[C@H](c2ccc(-c3ccc(Cl)c(Cl)c3)cc2)[C@@H]2C(=O)N(C)C(=O)[C@@H]21,22,-22,33,3,10,7,-5,0
CC(=O)Nc1ccc(N=Nc2ccc(O)cc2)cc1,-72,-37,7,-112,22,-191,19,38
Cc1nc2sccn2c(=O)c1S(=O)(=O)NCCc1ccccc1,7,1,3,1,-8,9,8,0
CN(CC(=O)Nc1ncn[nH]1)S(=O)(=O)c1ccc(Cl)cc1,16,2,6,0,-1,0,21,-2
CCCNS(=O)(=O)c1ccc(OCC(=O)Nc2ccccc2F)cc1,-17,12,1,4,-10,10,-13,-12
O=C(O)c1oc2ccccc2c1CSc1ccc(Cl)cc1,-8,-7,-14,-11,-3,-15,11,-9
O=C(COC(=O)c1ccc([N+](=O)[O-])o1)Nc1cccc(S(=O)(=O)N2CCCCC2)c1,6,-2,-8,6,-9,10,-18,-12
O=C(NC1CC1)c1cc(=O)c2ccccc2o1,7,0,-3,6,-6,4,-4,7
CCN(CC)c1ccc2cc(-c3nc4ccccc4n3C)c(=O)oc2c1,.,.,5,21,-12,.,.,-15
CCCOc1ccc(/C=C/C(=O)OCC(=O)N(C)c2c(N)n(Cc3ccccc3)c(=O)[nH]c2=O)cc1OCC,2,0,-6,16,-2,-8,-2,-3
COC(=O)c1sc2nc(N)c(C#N)cc2c1N,-3,-5,2,-15,-2,-5,-16,8

# Record cards, from the list above. Screens in order: Jurkat NFkB inh	UBC13 inh	EBI2 antag	Gli-Sufu antag	CXCR6 inh	697 NFkB inh	APJ antag	CCR6 antagonist
# CC(=O)Nc1ccc(N=Nc2ccc(O)cc2)cc1 in the list: -72	-37	7	-112	22	-191	19	38
# CN(CC(=O)Nc1ncn[nH]1)S(=O)(=O)c1ccc(Cl)cc1 in the list: 16	2	6	0	-1	0	21	-2

# 16 entries out of the list, sorted by formula weight, descending.
SMILES,Jurkat NFkB inh,UBC13 inh,EBI2 antag,Gli-Sufu antag,CXCR6 inh,697 NFkB inh,APJ antag,CCR6 antagonist
CCCOc1ccc(/C=C/C(=O)OCC(=O)N(C)c2c(N)n(Cc3ccccc3)c(=O)[nH]c2=O)cc1OCC,2,0,-6,16,-2,-8,-2,-3
COC(=O)[C@]1(Cc2ccccc2)N[C@H](c2ccc(-c3ccc(Cl)c(Cl)c3)cc2)[C@@H]2C(=O)N(C)C(=O)[C@@H]21,22,-22,33,3,10,7,-5,0
O=C(COC(=O)c1ccc([N+](=O)[O-])o1)Nc1cccc(S(=O)(=O)N2CCCCC2)c1,6,-2,-8,6,-9,10,-18,-12
COc1ccc(S(=O)(=O)NCc2ccc3c(c2)OCO3)cc1C(=O)O,-6,4,-7,-1,0,9,19,-2
Cc1nc2sccn2c(=O)c1S(=O)(=O)NCCc1ccccc1,7,1,3,1,-8,9,8,0
CCN(CC)c1ccc2cc(-c3nc4ccccc4n3C)c(=O)oc2c1,.,.,5,21,-12,.,.,-15
Cc1ccccc1Cn1c(=O)n(Cc2ccco2)c(=O)c2ccccc21,6,5,14,4,22,-1,18,16
CC(C)C(=O)Nc1ccc(N2CCN(c3ccc(F)cc3)CC2)cc1,15,-2,-1,-1,2,8,10,2
CN(CC(=O)Nc1ncn[nH]1)S(=O)(=O)c1ccc(Cl)cc1,16,2,6,0,-1,0,21,-2
O=C(O)c1oc2ccccc2c1CSc1ccc(Cl)cc1,-8,-7,-14,-11,-3,-15,11,-9
CC(C)(C)C(=O)O/N=C(\N)c1ccc(-c2csnn2)cc1,-108,-4,17,-50,-2,-173,-14,6
CC(=O)c1cccc(NC(=O)c2sc(Cl)nc2C)c1,8,-5,-4,7,1,-15,-9,4
Nc1ccc(C(=O)N/N=C/c2c[nH]c3ccccc23)cc1,-11,-5,2,-1,-2,23,-13,4
CC(=O)Nc1ccc(N=Nc2ccc(O)cc2)cc1,-72,-37,7,-112,22,-191,19,38
COC(=O)c1sc2nc(N)c(C#N)cc2c1N,-3,-5,2,-15,-2,-5,-16,8
O=C(NC1CC1)c1cc(=O)c2ccccc2o1,7,0,-3,6,-6,4,-4,7

# The list continues.
SMILES,Jurkat NFkB inh,UBC13 inh,EBI2 antag,Gli-Sufu antag,CXCR6 inh,697 NFkB inh,APJ antag,CCR6 antagonist
O=C(CSc1nc2ccccc2c(=O)n1-c1ccc(Cl)cc1)N/N=C/C=C/c1ccccc1[N+](=O)[O-],1,-2,15,11,1,-3,15,18
CCN(C(=O)CSc1nc(-c2cccs2)nc2ccccc12)C1CCS(=O)(=O)C1 (stereo unspecified),-12,2,-5,11,-8,14,4,5
COc1cc(C(=O)NCc2nnc(SCC(=O)N3CCc4ccccc43)o2)cc(OC)c1OC,-7,7,-2,0,2,9,12,1
COc1ccc(Cl)cc1NC(=S)NCc1cccnc1,-3,7,2,7,-5,17,-9,5
CCC(=O)Nc1ccc(C(=O)N/N=C/c2cccnc2)cc1,-7,0,-6,-1,5,-4,8,-9
CCNC(=O)C(C)Sc1ccc(Cl)cc1 (stereo unspecified),13,7,-4,2,-3,16,3,2
CCn1c(=O)cc(OCC(=O)Nc2cccc(C)n2)c2ccccc21,0,5,11,-3,-4,23,0,3
Cc1cc(C)nc(-n2nc(C)cc2NC(=O)CN2CCCC2)n1,7,5,0,2,-10,17,-3,10
CC(NC(=O)c1ccccc1F)c1cccc2ccccc12 (stereo unspecified),-2,-6,8,-16,-3,-10,9,3
CCOC(=O)Cn1c(-c2ccccc2)cc(SC)c(C#N)c1=O,-33,10,-5,3,7,-22,-15,30
COc1cccc(NC(=O)c2nnn(CC(=O)Nc3cc(C)cc(C)c3)c2N)c1,-2,-7,0,-27,-3,2,14,5
COc1ccc(N2C(=O)c3ccc(C(=O)Nc4ccccc4OC)cc3C2=O)cc1,2,-10,-7,.,2,-16,10,11
Cc1nc2ccc(S(=O)(=O)Nc3ccccc3C)cc2s1,15,-1,-3,4,1,-14,11,0
Cc1ccsc1/C=N\NC(=O)c1n[nH]c2c1CCC2,37,-16,-6,-14,-10,-107,-15,6
O=C(COc1ccc(Br)cc1)Nc1ccc(Cc2ccncc2)cc1,9,9,1,-6,-3,19,14,3
COc1cc(CN2CCN(Cc3ccc(C)cc3)C(CCO)C2)cc(OC)c1O (stereo unspecified),-5,-5,-5,14,-11,7,-5,-1
O=C1CN(Cc2nc3cc(Cl)ccc3c(=O)[nH]2)CCN1,2,5,4,12,-2,21,7,9
C(=N\Nc1ccccc1)/c1nc2ccccc2s1,-137,-5,9,-93,11,-313,6,-8
O=C(CN1C(=O)CCS(=O)(=O)c2ccccc21)Nc1ccc(F)cc1,-11,-7,-6,-15,1,-15,-12,3
CCOc1nc(OCC)nc(-n2cc(-c3ccccc3)nn2)n1,-4,2,-3,-9,-5,-14,-12,3
CCOC(=O)Cc1csc(NC(=O)c2cc(C)cc(C)c2)n1,7,3,0,27,0,7,-2,8
COc1ccc(OC)c(NC(=O)C2CCN(c3cc(-c4ccccc4)nc4ncnn34)CC2)c1,25,13,3,20,-4,24,10,-4
OCC1(CO)CCCC(CO)(CO)C1O,.,.,0,9,2,.,.,2
CC(C)NC(=O)Cn1cc(C(=O)COc2ccccc2)c2ccccc21,-7,2,0,-4,2,1,17,-8
O=C(NC(=S)NCC1CCCO1)c1ccccc1Br (stereo unspecified),-7,-6,-3,-9,-2,-41,-2,11
O=C(c1ccccc1F)N1CCCc2ccccc21,-15,-4,0,8,6,-3,-3,7
COC(=O)c1ccc(CNC(=O)CSc2nnc(COc3ccccc3)n2C)o1,3,6,9,3,-10,4,14,-12
COCCCNC(=S)N/N=C/c1ccc(N(C)C)cc1Cl,12,6,18,-6,5,-11,-4,15
O=C(CCCNC(=O)c1ccc(Cl)cc1)Nc1cccc(F)c1,-5,14,9,2,-3,10,-2,9
COc1ccc(NC(=O)c2cnn(-c3ccccc3)c2C)c(OC)c1,0,-6,-1,5,0,1,-4,4
O=C(NCC(c1ccco1)N1CCc2ccccc21)c1ccc([N+](=O)[O-])cc1 (stereo unspecified),22,-6,8,10,8,7,-31,14
O=C(Cc1ccccc1Cl)Nc1ccc(S(=O)(=O)N2CCOCC2)cc1,2,-3,6,-15,4,21,-10,10
COC(=O)c1cc(Cl)c(NC(=O)c2cc3ccccc3o2)cc1OC,-26,15,9,0,13,-64,7,-4
O=C(Nc1c(C(=O)N2CCOCC2)oc2ccccc12)c1cccc([N+](=O)[O-])c1,4,-14,9,-3,-2,-17,8,5
OCC(O)C1OCOC(C(O)CO)C1O (stereo unspecified),.,.,7,6,7,.,.,2
CN(C)c1ccc(N=Cc2ccco2)cc1,-103,-15,7,9,-2,-75,-19,-3
O=C(COc1ccc(Br)cc1CNCCc1ccccc1)NCc1ccccc1,-19,7,8,-1,-7,-8,9,7
COc1ccc(N(CC(=O)Nc2ccc3c(c2)OCO3)S(C)(=O)=O)c(OC)c1,-16,-11,-11,-9,0,-15,1,18
COc1ccccc1NS(=O)(=O)c1cc(NC(=O)c2cc(F)c(F)c(F)c2F)ccc1N1CCOCC1,25,-23,13,-9,6,28,14,7
CCN1CCN(Cc2c(C(=O)N/N=C(\C)c3ccc(Cl)c(Cl)c3)nnn2-c2nonc2N)CC1,15,11,.,.,.,12,5,.
Cc1cccc2c(N=Nc3ccc(S(=O)(=O)Nc4ccc(Cl)cc4)cc3[N+](=O)[O-])c(O)[nH]c12,-4,-68,3,19,13,-5,-5,39
O=C(CSc1nnnn1-c1ccc(Cl)cc1)NC(=O)Nc1ccc2c(c1)OCCO2,-26,1,-5,-19,-1,-57,12,9
CN1CC(=O)N2[C@H](c3ccc4c(c3)OCO4)c3[nH]c4ccccc4c3C[C@@H]2C1=O,2,-7,-3,-6,-8,12,-4,1
CCc1cccc(CC)c1NC(=O)C[n+]1cccc(C(N)=O)c1,5,3,-4,-3,0,14,7,9
COc1ccc2c(OC)cc(=O)n(C)c2c1,0,0,2,8,-3,4,-4,-15
CCc1ccc(-c2cc(C)no2)cc1S(=O)(=O)NCCc1ccc(OC)c(OC)c1,-18,-4,2,-24,4,-34,-3,22

# Compound activity from PubChem.
